Bioassay records as filed in PubChem.
N370S GC = inhibitors or activators of N370S glucocerebrosidase for Gaucher disease; N370S GC spleen homogenate, 4MU-glucoside fluorescence; Potency, µM (highest dose often 59.4 µM), for the others: at the highest dose activity change, negative = inhibition, hits mostly inhibitors; 330,000 tested, 0.092% active;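 further: 0% = full enzyme activity and -100% = no enzyme basal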
TDP1 inh = TDP1 (human) enzyme inhibition; 350,000 tested, 0.28% active; recombinant TDP1, AlphaScreen DNA substrate cleavage; Potency, µM (doses to about 130 µM), without a hit: at the highest dose activity change, negative = inhibition, most hits filed as inhibitors; further: nearly all actives have a fitted effect of over 40% in size
Target sequence (Q9NUW8 whole entry, looked up): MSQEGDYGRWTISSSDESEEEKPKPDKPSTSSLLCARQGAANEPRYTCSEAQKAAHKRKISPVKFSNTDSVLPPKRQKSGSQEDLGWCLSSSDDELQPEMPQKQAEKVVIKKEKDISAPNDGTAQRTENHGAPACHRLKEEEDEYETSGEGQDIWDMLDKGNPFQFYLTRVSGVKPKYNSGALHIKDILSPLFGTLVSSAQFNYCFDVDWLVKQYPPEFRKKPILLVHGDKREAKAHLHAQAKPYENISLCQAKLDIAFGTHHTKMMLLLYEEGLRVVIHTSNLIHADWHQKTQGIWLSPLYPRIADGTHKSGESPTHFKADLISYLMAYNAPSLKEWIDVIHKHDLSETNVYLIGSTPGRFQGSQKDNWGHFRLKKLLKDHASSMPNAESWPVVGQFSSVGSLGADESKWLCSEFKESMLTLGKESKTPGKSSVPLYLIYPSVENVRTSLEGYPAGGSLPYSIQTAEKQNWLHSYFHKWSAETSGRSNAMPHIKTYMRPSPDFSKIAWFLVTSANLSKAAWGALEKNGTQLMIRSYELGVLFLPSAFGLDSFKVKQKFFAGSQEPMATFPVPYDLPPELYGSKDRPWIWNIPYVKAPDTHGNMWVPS
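Enzyme-compound mixtures sat 15 min at room temperature, followed by a 5 min reaction with 15 nM final substrate and 10 min with AlphaScreen beads. Recombinant human Tdp1 was used at 1 nM final.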
FEN1 inh = blocks human flap endonuclease 1 | Potency, µM (top dose mostly 114 µM), for inactives: at the highest dose activity change, negative = inhibition, usual class: inhibitors | 390,000 tested, 0.35% active | Recombinant FEN1 flap cleavage, fluorescence, 15 min | AID 588795; further: nearly all actives have a fitted effect of over 65% in size
Target sequence (P39748 whole entry, looked up): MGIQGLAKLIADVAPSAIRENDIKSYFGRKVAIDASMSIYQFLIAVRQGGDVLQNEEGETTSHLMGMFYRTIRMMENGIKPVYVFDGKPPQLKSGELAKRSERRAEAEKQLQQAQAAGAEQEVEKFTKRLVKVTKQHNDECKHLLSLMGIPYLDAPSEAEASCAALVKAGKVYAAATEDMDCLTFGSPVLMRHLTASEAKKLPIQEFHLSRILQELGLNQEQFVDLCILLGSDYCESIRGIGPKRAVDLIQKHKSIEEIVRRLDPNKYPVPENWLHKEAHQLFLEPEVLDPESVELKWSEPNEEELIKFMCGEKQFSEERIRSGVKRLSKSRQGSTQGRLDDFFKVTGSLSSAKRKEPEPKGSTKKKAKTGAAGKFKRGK
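FEN1 at 10 nM preincubated with compounds 15 min at room temperature, then flap DNA substrate added at 50 nM final. Signal read at 0 and 15 min; concentration-response fitted with four-parameter Hill equation.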
* = called active by the depositor; ? = inconclusive; nt = not tested or not shown; & = joins results of further samples. The call rests on the fitted dose curve; in most records, active means well fitted curve in the direction sought with a large enough effect; inconclusive means small, poorly fitted or top-dose-only effect, or another doubt; inactive means no such curve, though single readings can be large; an effect the other way counts as inactive or inconclusive. Unless noted, on the % scale 0 is the no-effect control and ±100 the full control effect; potency means the concentration at half of the fitted maximal effect.

SMILES	N370S GC	TDP1 inh	FEN1 inh
COc1ccc(C(=O)N(C)C2CCCCC2)cc1S(=O)(=O)N1CCOCC1	nt	-13%	17%
COc1ccc(C(=O)Nc2cccc(C(=O)N3CCN(C)CC3)c2)cc1	1%	5%	-5%
COc1ccc(N2CCN(c3csc4ccc(Cl)cc4c3=O)CC2)cc1	nt	8%	5%
COc1ccc(NC(=O)c2ccccc2Cl)c(NC(=O)c2ccco2)c1	-6%	8%	10%
CCc1nnc(NS(=O)(=O)c2ccc(NC(=S)NC(=O)c3ccccc3)cc2)s1	-7%	5%	0%
Cc1ccc(S(=O)(=O)n2nc(-c3ccccc3)nc2NCc2ccc(Cl)cc2)cc1	nt	-4%	3%
O=C(CSc1ccc2c(c1)OCCO2)NC(=O)Cc1ccccc1	-9%	6%	8%
COc1ccc(/C=C/C(=O)Oc2ccc(/C=N/NC(=O)c3ccccc3)cc2)cc1OC	-2%	0%	-9%
COc1cccc(C(=O)NCC(=O)NCc2cc(=O)n(C)c(=O)n2C)c1OC	0%	nt	-2%
COc1ccccc1N(CC(=O)Nc1ccc(C)cc1Cl)S(=O)(=O)c1cccs1	nt	2%	-9%
CCCNC(=O)C(Cc1ccccc1)NC(=O)c1ccccc1 (stereo not given)	nt	1%	21%
CC(=O)Nc1ccc(SCC(=O)c2ccc(Br)s2)cc1	-15%	9%	1%
CC(=O)c1ccc(CC2SC(N)=NC2=O)cc1 (stereo not given)	-6%	nt	-3%
CCOC(=O)COc1cc(OCC(=O)OCC)c2c(=O)cc(-c3ccccc3)oc2c1	7%	-2%	6%
CCn1c(CSc2ncn[nH]2)nc2cc(C(=O)O)ccc21	6%	6%	1%
CC(C)[C@H](N)C(=O)N[C@@H](CCC(N)=O)C(=O)NCC(=O)N[C@@H](CCC(=O)O)C(=O)N[C@@H](CCC(=O)O)C(=O)N[C@@H](CO)C(=O)N[C@@H](CC(N)=O)C(=O)N[C@@H](CC(=O)O)C(=O)N[C@@H](CCCCN)C(=O)O	-14%	10%	nt
CCN(CC)CCNC(=O)C(Oc1ccccc1)Oc1ccccc1	-1%	nt	-18%
O=C(NCCCN1CCN(Cc2ccccc2)CC1)C1CCN(S(=O)(=O)N2CCC3(CC2)OCCO3)CC1	3%	8%	0%
O=C(c1ccccc1)N1CCN(c2nc3ccc([N+](=O)[O-])cc3s2)CC1	2%	-1%	-4%
COCC1CCCCN1C(=O)C1CCN(c2nc(-c3ccccc3)nc3c2CCC3)CC1 (stereo not given)	-20%	6%	-20%

Some of the entries above, reformatted:
structure: CC(=O)c1ccc(CC2SC(N)=NC2=O)cc1 (stereo not given)
  N370S GC: -6% | TDP1 inh: nt | FEN1 inh: -3%

structure: CCOC(=O)COc1cc(OCC(=O)OCC)c2c(=O)cc(-c3ccccc3)oc2c1
  N370S GC: 7% | TDP1 inh: -2% | FEN1 inh: 6%

structure: CCn1c(CSc2ncn[nH]2)nc2cc(C(=O)O)ccc21
  N370S GC: 6% | TDP1 inh: 6% | FEN1 inh: 1%

structure: CC(C)[C@H](N)C(=O)N[C@@H](CCC(N)=O)C(=O)NCC(=O)N[C@@H](CCC(=O)O)C(=O)N[C@@H](CCC(=O)O)C(=O)N[C@@H](CO)C(=O)N[C@@H](CC(N)=O)C(=O)N[C@@H](CC(=O)O)C(=O)N[C@@H](CCCCN)C(=O)O
  N370S GC: -14% | TDP1 inh: 10% | FEN1 inh: nt

Next section:
SMILES	N370S GC	TDP1 inh	FEN1 inh
Cc1cccc(C2c3[nH]c4ccccc4c3CCN2C(=O)c2cc(C(C)C)nc(N)n2)n1 (stereo not given)	6%	2%	9%
COCc1nnc(NC(=O)CS(=O)(=O)c2ccc(C)cc2)s1	-7%	9%	7%
Cc1cc2cc(OCC(=O)O)ccc2n1C	4%	nt	-2%
O=C(Cn1ccc(C(F)(F)F)n1)NNC(=O)c1ccco1	nt	0%	-2%
Cc1c(C#N)c(N)nc2c3c(sc12)NC(=O)CC3c1ccc(Cl)cc1 (stereo not given)	nt	-8%	-6%
CCOC(=O)c1ccc(NC(=S)Nc2cccc(C)n2)cc1	8%	-1%	1%
FC(F)(F)c1ccc(CN2C[C@@H]3C(c4ccc(Cl)nc4)C4(c5ccccc5)CC3(C4)[C@H]2c2ccccc2)cc1 (stereo not given in full)	-8%&-17%	5%&5%	13%
C=C(C)COc1ccc(-c2ncncc2Oc2ccc(OC)cc2)c(O)c1	9%	-8%	-10%
Cc1cc(C)c(C)c(S(=O)(=O)Nc2cccc(-n3cnnn3)c2)c1C	-2%	3%	-15%
NC(=O)c1ccc(NC(=O)CCCN2C(=O)c3ccccc3C2=O)cc1	3%	-1%	8%
OCC1OC(n2cnc3c(NO)ncnc32)C(O)C1O (stereo not given)	nt	3%	?
COc1cc(C2/C(=C(/O)c3ccc(F)cc3)C(=O)C(=O)N2CCCC(=O)O)ccc1O (stereo not given)	0%	-9%	-10%
CCOC(=O)c1c(C)[nH]c2c1cc(O)c1ccccc12	-7%	-4%	0%
CC(=O)C(CC(=O)N1CCCC1)C(=O)Nc1ccc(Cl)cc1 (stereo not given)	nt	0%	0%
COC(=O)c1cc(=O)n(Cc2ccc3c(c2)OCO3)c(=Nc2ccccc2)s1	5%	9%	-10%
Cc1ccc(OCCNC(=O)CNC(=O)c2ccc(C)c(C)c2)cc1	1%	nt	0%
COc1ccc(C(=O)Nc2ccc3nc4n(c(=O)c3c2)CCCC4)cc1[N+](=O)[O-]	1%	3%	nt
COc1cccc(-n2c(SCC(N)=O)nnc2-c2ccncc2)c1	-2%	0%	-5%
N/C(=N\OC(=O)c1cc(-c2ccccc2)nc2ccccc12)c1ccccn1	13%	9%	-17%
COCCCn1c(-c2ccccc2Cl)n[nH]c1=S	4%	nt	-2%

The final 7 compounds of the part above lead into the next:
SMILES	N370S GC	TDP1 inh	FEN1 inh
CC(=O)C(CC(=O)N1CCCC1)C(=O)Nc1ccc(Cl)cc1 (stereo not given)	nt	0%	0%
COC(=O)c1cc(=O)n(Cc2ccc3c(c2)OCO3)c(=Nc2ccccc2)s1	5%	9%	-10%
Cc1ccc(OCCNC(=O)CNC(=O)c2ccc(C)c(C)c2)cc1	1%	nt	0%
COc1ccc(C(=O)Nc2ccc3nc4n(c(=O)c3c2)CCCC4)cc1[N+](=O)[O-]	1%	3%	nt
COc1cccc(-n2c(SCC(N)=O)nnc2-c2ccncc2)c1	-2%	0%	-5%
N/C(=N\OC(=O)c1cc(-c2ccccc2)nc2ccccc12)c1ccccn1	13%	9%	-17%
COCCCn1c(-c2ccccc2Cl)n[nH]c1=S	4%	nt	-2%
CN1C(=O)C(=O)/C(=C(/O)c2ccc(Br)cc2)C1c1cccc([N+](=O)[O-])c1 (stereo not given)	3%	nt	-1%
COC(=O)CSc1nc(N)c(NC(=O)c2ccc(OC)c(OC)c2)c(=O)[nH]1	-1%	-4%	-3%
CCCCN1C(=O)c2ccc(C(=O)N(C)CC(=O)Nc3ccc(OCC)c(OCC)c3)cc2C1=O	nt	6%	5%
COc1ccc(-n2ccn(Cc3ccc(C)cc3)c(=O)c2=O)cc1OC	nt	0%	10%
COc1ccc(NS(=O)(=O)c2cc(NC(=O)c3ccc(=O)[nH]c3)ccc2N2CCCC2)cc1	-19%	7%	-22%
COc1ccc(/C(N)=N/OC(=O)c2cccc([N+](=O)[O-])c2)cc1OC	-3%	2%	3%
O=C1C=C(N(CCO)CCO)C2(CCCCC2)O1	3%	-7%	-5%
C/C(=N\N=C1\NC(=O)C(CC(=O)Nc2ccc(C)c(Cl)c2)S1)C(C)(C)C (stereo not given)	-8%	8%	-19%
Cc1ccc(C(=O)Nc2nnc(S(=O)(=O)N3c4ccccc4CC3C)s2)cc1 (stereo not given)	nt	0%	6%
O=C(CSc1nncn1-c1cccnc1)N1CCOCC1	-23%	-1%	4%
COc1ccccc1OCC(=O)Nc1ccccn1	-8%	1%	1%
CC(=O)c1ccc(Nc2nc3c(S(=O)(=O)c4ccccc4)nnn3c3ccc(Cl)cc23)cc1	nt	0%	-9%
Cc1cc(C)n(C(=O)Cn2nc(C)c(Br)c2C)n1	0%	2%	6%
COc1cc2c(cc1OC)C(=O)CC(C)S2 (stereo not given)	5%	0%	0%
O=C(O)C1=NOC(CNc2ncc(C(F)(F)F)cc2Cl)C1 (stereo not given)	-7%	-1%	1%
Cc1ccccc1C(=O)Nc1cccc(C(=O)N/N=C/c2ccc3c(c2)OCO3)c1	-5%	10%	-4%
COc1ccc(/C(N)=N/OC(=O)N2CCOCC2)cc1	2%	5%	-1%
CCOC(=O)c1cc(C#N)c(N2CCOCC2)nc1-c1ccccc1	3%	-5%	-7%
COc1cc(C(=O)NC(C(=O)Nc2cccc(C(C)=O)c2)C(C)C)cc(OC)c1OC (stereo not given)	-2%	8%	2%
CC(C)C[C@H](NC(=O)[C@H]1N2C(=O)c3ccccc3C2SC1(C)C)C(=O)N[C@@H](Cc1ccccc1)C(=O)O (stereo not given in full)	-8%	nt	2%
Cc1ccsc1C(=O)NNC(=O)CCN1CCN(c2ccccc2)CC1	-12%	nt	0%
O=C(CSc1nnc(-c2ccc(Cl)cc2)o1)N1CCc2ccccc21	nt	2%	-1%
c1ccc(-c2csc(Nc3cccnc3)n2)cc1	-16%	2%	-4%
CCNC(=S)N1CCC(NC(=O)c2ccco2)CC1	2%	1%	1%
CC(=O)Nc1cccc(C(=O)N(Cc2ccccc2)Cc2ccccc2)c1	?	3%	12%
CCC(C)[C@H](NC(=O)NCc1ccccc1)C(=O)O (stereo not given in full)	2%	1%	-13%
COc1ccc(C2=NOC(C(=O)N3CCCCCC3)C2)cc1OC (stereo not given)	-25%	3%	-6%
O=C(c1ccc(F)cc1)N1CCN=C1c1ccccc1	0%	-2%	8%
Cc1cc2c(c(=O)n1Cc1ccco1)C(c1cccnc1)C(C#N)=C(N)O2 (stereo not given)	4%	-11%	-3%
COC(=O)C(F)(F)Sc1c(C)[nH]c2ccccc12	5%	2%	4%
O=[N+]([O-])c1ccc(N2CCN(S(=O)(=O)c3cnc[nH]3)CC2)cc1	-12%	3%	-9%
C=CCNc1sc(C(=O)c2ccccc2)c(N)c1-c1nc2ccccc2s1	-18%	16%	-7%
CCCn1c(C(C)Nc2nc(-c3ccc(Cl)c([N+](=O)[O-])c3)cs2)nc2ccccc21 (stereo not given)	-4%	nt	1%
CN(C)c1ccc(NC(=O)CN2C(=O)c3ccccc3Sc3ccc(C(=O)N4CCCC4)cc32)cc1	nt	8%	0%
COc1ccc(N(CC(=O)NCCSC2CCCCC2)S(C)(=O)=O)c(OC)c1	14%	4%	-2%
O=C(CSc1nc2ccccc2c(=O)n1CC1CCCO1)Nc1ccc(F)cc1 (stereo not given)	?	21%	-3%
COc1ccc(N(CC(=O)NCc2ccc(F)cc2)C(=O)CCC(=O)Nc2ccccn2)cc1	3%	14%	2%
Cc1cccc(C(=O)OCC(=O)NC2CCCCCCC2)c1	nt	-7%	7%
Fc1ccc(NC(=S)N2CCSC2c2cccs2)cc1 (stereo not given)	4%	3%	-4%
CCOC(=O)CSc1nnc(C)c(=O)[nH]1	1%	4%	0%
Cc1nnc(SCC(=O)Nc2nccs2)s1	4%	2%	-14%
COc1ccc2c(c1)c(=O)c(C(=O)c1ccc(Cl)cc1)cn2CC(=O)Nc1ccc2c(c1)OCCO2	nt	4%	-3%
CC(O)CCc1nc2ccc(C(=O)O)cc2[nH]1 (stereo not given)	-4%	-2%	-1%
O=C(Cc1c[nH]c2ccccc12)N1CCN(S(=O)(=O)c2cccc(Cl)c2Cl)CC1	nt	5%	12%
Cc1cc(N2CCN(C)CC2)ccc1NC(=O)c1cccc(S(=O)(=O)N2CCc3ccccc3C2)c1	-22%	4%	0%
Nn1c(Cc2ccc(Br)cc2)n[nH]c1=S	1%	8%	16%
Cc1ccc(CN2[C@@H](c3ccccc3)COCCS2(=O)=O)cc1	4%	nt	-22%&-18%
CCOC(=O)C1CN(S(=O)(=O)c2cccc(C(F)(F)F)c2)c2cc(CC(=O)OC)ccc2O1 (stereo not given)	2%	-2%	-5%
Cc1ccc(NC(=O)c2ccc3c(c2)CCN3S(C)(=O)=O)c(C)c1	1%	nt	-7%
O=C(COc1ccc2ccc(=O)oc2c1)Nc1ccc(CN2CCOCC2)cc1	-5%	2%	-6%
COCc1c(C(=O)N2CCN(CCOc3ccccc3)CC2)oc2ccccc12	nt	2%	-18%
Oc1ccc(N=Nc2c(O)ccc3ccccc23)cc1	-13%	10%	-21%
Cc1cccc(C)c1NC(=O)CN(C)C(=O)C1CC(=O)N(c2cccc3ccccc23)C1 (stereo not given)	nt	0%	19%
COc1ccc(OC)c(S(=O)(=O)NCCCN2CCOCC2)c1	nt	1%	-2%
O=C(CSc1nc(=O)n2ccccc2n1)NCc1ccccc1Cl	0%	-5%	1%
Cc1ccc(C)n1-c1ccc(C(=O)NCc2cccnc2)cc1	-20%	2%	nt
COc1ccc(-c2nc(NC(=O)CSc3nnc4ccccn34)ns2)cc1	?	nt	-29%
O=C1OC(C(=O)Nc2ccc(Cl)c(C(F)(F)F)c2)Cc2ccccc21 (stereo not given)	nt	-2%	-15%
Nn1c(-c2cccs2)nc2sc3c(c2c1=O)CCCC3	4%	nt	-15%
